MT1-MMP act inh – blocks activation of human MT1-MMP. HT1080 RFP-PRO-GFP cells, GFP/RFP ratio fluorescence, overnight; percent of plate control window, DMSO zero. GFP/RFP ratio change, % at 20 µM. actives 0.061% (n = 360,000). P50281;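 active = GFP/RFP ratio change of at least 30% with cell ATP level not reduced by more than half and red fluorescence within 50% of control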; also: strong numbers were not always called active
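Test system: HT1080 cells expressing an RFP-PRO-GFP fluorescent reporter construct / Compound dosing: single-point 20 µM compound, 1% DMSO / Schedule: cells overnight before dosing, compound overnight, 37 °C, 5% CO2 / Evaluation: GFP/RFP fluorescence ratio / Control set: DMSO and RFP-L50D-GFP cell wells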
DNMT1 inh – inhibitors of human DNMT1 | DNMT1 molecular beacon, Hinp1I cleavage, fluorescence | inhibition (reported as % activation of signal), % at 10 µM | P26358 | actives 0.83% (n = 360,000); in the data active = inhibition above about 50%
STEP block – inhibitors of human striatal-enriched phosphatase STEP. P54829. recombinant STEP, OMFP fluorogenic substrate, fluorescence. AID 588621. actives 0.25% (n = 360,000). inhibition, % at 20 µM;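 active = inhibition at 20 µM, scaled per plate between control wells, above about 37%, limit read from the data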;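 also: 0% = DMSO with enzyme and substrate and 100% = substrate only without enzyme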
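Material: STEP (striatal-enriched tyrosine phosphatase) enzyme, cell-free | Medium: 50 mM Bis-Tris pH 6.0 with 2.5 mM DTT and 0.005% Tween 20 | Read-out: Percent inhibition scaled to no-enzyme and uninhibited-enzyme controls, plate-pattern corrected | Signal: Fluorescence read at 480 nm ex / 540 nm em | Times: 20 min reaction, room temperature, in the dark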
NadD inh – inhibitors of Staphylococcus aureus NadD; AID 602399; purified NadD enzyme, colorimetric absorbance read-out; inhibition, % at 20 µM; actives 0.78% (n = 360,000); in the data active = inhibition above about 26%; also: some compounds past the cut are filed as inactive
LMPTP inh – LMPTP (human) inhibition | recombinant LMPTP-A, OMFP fluorogenic substrate, fluorescence intensity | AID 651560 | P24666 | inhibition, % at 20 µM | actives 0.22% (n = 360,000);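 active = compounds that cut the enzyme signal by at least half of the control window in the single-dose screen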;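 also: plate controls were DMSO wells with enzyme plus substrate for no effect and substrate without enzyme for full effect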
Target sequence (P24666 whole entry, looked up): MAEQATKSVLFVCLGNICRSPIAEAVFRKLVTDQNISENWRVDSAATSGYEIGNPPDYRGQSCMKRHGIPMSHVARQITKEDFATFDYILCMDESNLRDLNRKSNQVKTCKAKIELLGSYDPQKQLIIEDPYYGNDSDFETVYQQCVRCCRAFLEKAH
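Test system: LMPTP-A phosphatase enzyme. Amount: LMPTP-A at 0.625 nM final in the reaction. Reagent: OMFP substrate, 400 µM final. Times: 50 min at room temperature. Signal: endpoint fluorescence intensity from OMFP dephosphorylation. Read-out basis: % inhibition. Benchmarks: no-enzyme and uninhibited controls.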
Rpn11 inh – blocks the human proteasome subunit Rpn11 | O00487 | human 26S proteasome, Ub4-pepOG fluorescence polarization; 20S core pre-blocked with epoxomicin | calls only at 20 µM | actives 0.59% (n = 360,000) | AID 588493;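 active = inhibition at 20 µM, scaled to each plate's controls, above about 33%, limit read from the data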
Target sequence (O00487 whole entry, looked up): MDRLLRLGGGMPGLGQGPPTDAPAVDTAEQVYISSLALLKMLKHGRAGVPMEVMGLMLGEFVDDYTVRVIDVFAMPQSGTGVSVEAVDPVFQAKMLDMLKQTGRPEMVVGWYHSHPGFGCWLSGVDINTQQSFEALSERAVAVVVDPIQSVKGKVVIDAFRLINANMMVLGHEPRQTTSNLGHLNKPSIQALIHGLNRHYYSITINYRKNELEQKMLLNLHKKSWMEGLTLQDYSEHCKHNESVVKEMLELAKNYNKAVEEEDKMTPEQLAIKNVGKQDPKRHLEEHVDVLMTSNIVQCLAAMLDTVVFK
NRP1-CendR mod – modulators of CendR peptide binding to human neuropilin-1. O14786. FAM-RPARPAR peptide binding to NRP-1, fluorescence polarization. inhibition, % at 25 µM. actives 0.85% (n = 360,000);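 active = inhibition or corrected inhibition above about 18%, plus a signal ratio from 0.5 to 1.5, limit read from the data, passing the limit was not always enough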; also: strong numbers were not always called active
Scp1 inh – Scp-1 (human) phosphatase inhibition; Q9GZU7; Recombinant Scp1, phosphopeptide, malachite green phosphate absorbance; inhibition, % at 20 µM; actives 0.88% (n = 340,000); AID 493091;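 active = inhibition above about 50% at 20 µM, limit read from the data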;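 also: plate controls were DMSO wells with enzyme for no effect and wells lacking enzyme for full effect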
Target sequence (Q9GZU7 76-261 limits assumed): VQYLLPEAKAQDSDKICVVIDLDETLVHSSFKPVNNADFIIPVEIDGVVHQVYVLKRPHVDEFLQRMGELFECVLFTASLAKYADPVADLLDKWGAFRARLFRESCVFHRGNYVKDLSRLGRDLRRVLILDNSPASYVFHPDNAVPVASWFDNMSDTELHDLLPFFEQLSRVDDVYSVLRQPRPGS
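System: truncated SCP-1 phosphatase (76-261aa); medium: Tris acetate buffer pH 5.5 with MgCl2 and Tween-20; incubation: 45 min room-temperature reaction, 5 min colour, 30 min stabiliser; compound: single 20 µM dose, 1% DMSO; reagent: Phosphorylated 17-residue peptide substrate; read-out: % inhibition at 20 µM; technique: colorimetric free-phosphate detection, absorbance 630 nm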
SUMO1-SIM PPI – alters human SUMO1 binding to SIM partners; P63165; SUMO1 binding to a labelled peptide, TR-FRET, 1 h; inhibition, % at 20 µM; actives 0.33% (n = 360,000); AID 602429; in the data active = inhibition above about 37%
Target sequence (P63165 whole entry, looked up): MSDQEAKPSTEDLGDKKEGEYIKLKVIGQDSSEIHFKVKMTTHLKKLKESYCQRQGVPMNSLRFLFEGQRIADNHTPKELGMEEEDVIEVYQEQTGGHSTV
SKN-1 inh – blocks SKN-1 activity in C. elegans | C. elegans VP596 Pgst-4::GFP/RFP ratio, acrylamide-induced, 24 h | inhibition, % at 21.8 µM | actives 0.49% (n = 360,000) | AID 624304;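 active = interference check ratio from 0.5 to 1.5 plus GFP to RFP signal ratio inhibition reaching or exceeding a fixed threshold, cut at about 30% in these data, passing the limit was not always enough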; also: some compounds called inactive have numbers as strong as hits
* = called active by the depositor; i = inactive; . = no result given.

SMILES | MT1-MMP act inh | DNMT1 inh | STEP block | NadD inh | LMPTP inh | Rpn11 inh | NRP1-CendR mod | Scp1 inh | SUMO1-SIM PPI | SKN-1 inh
CCCNC(=O)COc1coc(CN2CCN(c3ccccc3)CC2)cc1=O | 0 | 3 | -1 | 0 | -2.6 | i | 11 | -5 | -1 | -16
CCOC(=O)C(=O)N(Nc1ccc(C)cc1)c1ccc(C)cc1 | -1 | -2 | 0 | -8 | 1.3 | i | -6 | -15 | 0 | -11
COP(=O)(OC)c1nc(-c2ccccc2)oc1N1CCOCC1 | 5 | 3 | 4 | 3 | -2.6 | i | 1 | -6 | 2 | 4
Cc1cc(NC(=O)CSc2ncccn2)no1 | 4 | 3 | 0 | 5 | -1.0 | i | 2 | 6 | -2 | 1
CCN(CC(=O)Nc1ccc(NC(C)=O)cc1)C(=O)c1ccccc1SCc1c(C)noc1C | -1 | -4 | 4 | -7 | 0.8 | i | -15 | 0 | 2 | 30
Cc1ccnc2nc(C(=O)NC3CCCc4ccccc43)nn12 (stereo not given) | 1 | 1 | -2 | -1 | -1.2 | i | 4 | 2 | 3 | -17
CCOC(=O)C1CCN(C(=O)COc2ccc(Cl)cc2C)CC1 | 0 | -2 | 1 | -1 | -0.7 | i | 6 | -4 | 4 | 13
CC1CCN(CCCn2c(=S)[nH]c3ccccc3c2=O)CC1 | 0 | -1 | 2 | -2 | 0.9 | i | -4 | 0 | -1 | 1
O=C(NCCC(=O)N1CCN(C(=O)c2ccco2)CC1)c1ccccc1Cl | -3 | 0 | -2 | -3 | -0.9 | i | 0 | -18 | 2 | -12
O=S(=O)(c1ccccc1)c1ncc(C(F)(F)F)cc1O | 1 | 10 | 0 | -5 | -1.4 | i | 15 | -8 | 2 | -3
Cc1cc(C)n2nc(SCC(=O)Nc3ccc(F)c(F)c3F)nc2n1 | 2 | -1 | 2 | -3 | 0.0 | i | -2 | -10 | 3 | -38
CC(C)=CCN1CCN(Cc2cnc(N3CCOCC3)s2)CC1CCO (stereo not given) | 4 | 5 | 1 | -2 | 1.7 | i | 7 | 5 | -2 | 16
Cc1ccccc1NS(=O)(=O)c1ccc2c(c1)NC(=O)CO2 | 1 | 0 | -2 | 2 | -0.1 | i | 6 | -6 | 4 | 11
CC(Oc1ccccc1)C(=O)Nc1ccc(F)c(S(=O)(=O)N2CCOCC2)c1 (stereo not given) | -4 | -1 | -1 | -2 | -1.0 | i | -2 | -8 | 2 | 16
CCSc1nc2c(c(-c3ccc(C)o3)c1C#N)CCCC2 | -8 | -2 | 2 | 18 | 4.4 | i | 0 | -10 | 1 | -3
CCc1nnc2n1N=C(c1ccc(Cl)cc1)CS2 | 0 | 0 | 0 | -1 | -1.1 | i | 2 | -3 | -3 | 5
COc1ccc(CCN2CC(C(=O)NCCc3cccnc3)CCC2=O)cc1 (stereo not given) | -3 | -1 | 3 | 3 | -0.2 | i | 7 | -5 | -4 | 11
Cc1ccc(N2C(=O)CN=C2Nc2nc(C)cc(C)n2)cc1 | -3 | 2 | -3 | -2 | -1.1 | i | 16 | -10 | 4 | -2
CCn1c(=O)c(C(=O)NCCNCCO)c(O)c2ccccc21 | 3 | -1 | 4 | -2 | -2.3 | i | 37* | -6 | -2 | 17
Cn1c(=O)oc2cc(S(=O)(=O)Nc3ccccc3O)ccc21 | -2 | -4 | 1 | 0 | -1.3 | i | 35* | 8 | 4 | -6
Clc1ccc(OCc2cc(-c3ccccc3)no2)cc1Cl | 5 | -2 | 1 | 0 | 3.7 | i | 7 | -3 | 1 | 14
Cn1c(N2CCN(C(c3ccccc3)c3ccccc3)CC2)nc2c1c(=O)[nH]c(=O)n2C | -8 | -1 | -1 | 6 | -0.6 | i | 15 | -5 | 4 | 6
CN1CCC(N(C)C(=O)CCc2nc3ccccc3n2-c2ccccc2)CC1 | 0 | 0 | 0 | -5 | -0.9 | i | 15 | -3 | 3 | 1
CNc1ccc(-c2cccc(C(C)=O)c2)cn1 | 0 | 4 | -2 | -3 | -0.5 | i | 3 | . | -2 | 2
Cc1cc(C(=O)NCCN2C(=O)S/C(=C\c3cccs3)C2=O)ccc1[N+](=O)[O-] | 6 | -1 | -1 | -1 | 1.6 | i | 10 | 1 | -8 | 6
CCOc1ccccc1-n1nnnc1SCC(=O)N1CCCC1=O | -1 | 2 | -3 | 0 | -1.1 | i | -18 | -2 | -5 | -2
COc1ccc(Nc2nc(N)nc(CSC(=S)N3CCC(C)CC3)n2)cc1 | 1 | -4 | -2 | -6 | 1.1 | i | -7 | 6 | 2 | 11
CCN(CC)CCCNc1cc(C)nc2cc(-c3cccs3)nn12 | -5 | 1 | 3 | -8 | 2.2 | i | 7 | 1 | -2 | -10
O=C(Nc1cccc(O)c1)c1ccc(C(F)(F)F)cc1 | 6 | -10 | -1 | -2 | 1.3 | i | -14 | -8 | 3 | 1
CC12CCC3c4ccccc4CCC3(CO1)C2 (stereo not given) | 0 | 1 | 3 | -3 | -1.0 | i | -5 | . | -3 | 31
Cc1ccc(C(=O)OCC(=O)N2C(C)CCCC2C)cc1S(=O)(=O)N1CCCCC1 (stereo not given) | 3 | -1 | 2 | -4 | 0.5 | i | -1 | -5 | 7 | 5
Cc1ccc(C(=O)COC(=O)c2cccs2)cc1 | 4 | -4 | 0 | -5 | -0.3 | i | 8 | -8 | 2 | -8
CCOC(=O)C1=CN(C)CCC1=O | 2 | -7 | -2 | -3 | -0.7 | i | -8 | -8 | 0 | 1
Cc1cc(C)n(C(=O)CNC(=O)CCc2ccccc2)n1 | -4 | -1 | -1 | 5 | -1.4 | i | -2 | -4 | 0 | 12
O=C(O)C1=CCC(c2ccc(Cl)c(Cl)c2)N(S(=O)(=O)c2ccc(F)cc2)C1c1cccc(F)c1 (stereo not given) | 3 | . | . | . | -0.1 | . | -21 | . | 13 | 2
Cc1nc2ccccc2cc1O | 3 | 5 | -17 | -3 | 4.1 | i | -13 | 0 | 2 | 1
COC(=O)[C@H](CC(C)C)NC(=O)Nc1ccc(S(N)(=O)=O)cc1 | -2 | 6 | -3 | -3 | 3.8 | i | 1 | -7 | 7 | -12
COc1ccc(NC(=O)CN(C)C(=O)CN2C(=O)NC3(CCCCC3)C2=O)cc1 | 1 | 6 | -2 | -3 | 0.0 | i | -5 | -1 | 3 | -2
Cc1cc(NC(=O)c2ccc(F)cc2)n(-c2ccccc2)n1 | 6 | -2 | -1 | -2 | -0.6 | i | -5 | 1 | 4 | -3
CC(=O)OCC(=O)[C@H]1CC[C@H]2[C@@H]3CC=C4C[C@@H](O)CC[C@]4(C)[C@H]3CC[C@]12C | 7 | -1 | -1 | 3 | -0.5 | i | -11 | -9 | -2 | 9
O=C1CCC(C(=O)Nc2ccc([N+](=O)[O-])cc2)N1 (stereo not given) | -1 | -13 | 2 | 8 | 2.1 | i | 13 | -4 | -14 | -12
O=C(Cn1ccc(NC(=O)OCc2ccccc2)nc1=O)NCc1ccc2c(c1)OCO2 | 4 | 10 | 1 | 2 | -2.1 | i | 0 | 3 | -1 | 8
CC1CCN(C(=O)c2ccc(S(=O)(=O)NCc3ccco3)cc2)CC1 | 3 | 0 | 2 | 4 | -0.4 | i | 7 | -10 | 5 | 21
CCOC(=O)c1ccc(NC(=O)CN2C(=O)CSC2=O)cc1 | -3 | -4 | 1 | 7 | -2.5 | i | -5 | -9 | -5 | -5
Cc1nn(CC(=O)Nc2cccnc2)c(C)c1[N+](=O)[O-] | 2 | 1 | 12 | -1 | -0.1 | i | 17 | -4 | 5 | -6
COc1ccc(N2CCN(C(=O)COc3ccc4ccccc4c3)CC2)cc1 | 5 | -1 | -2 | 2 | -0.4 | i | 2 | 0 | -1 | -1
COc1cc(/C=C/C(=O)O)ccc1OCc1ccc([N+](=O)[O-])cc1 | -2 | 1 | 1 | -4 | -0.9 | i | 1 | 1 | -20 | 1
COc1ccc(C2=NOC(C(=O)O)C2)cc1 (stereo not given) | -3 | 2 | -2 | 3 | -0.5 | i | 7 | -7 | -2 | 4
COC(=O)C1=C(C)N=C2SC(C)C(=O)N2C1/C=C/c1ccccc1 (stereo not given) | -30 | -8 | -1 | 20 | 1.8 | i | -6 | -4 | -5 | 6
NC(N)=NC(N)=Nc1ccc(O)cc1 | 0 | 2 | 0 | -2 | 2.6 | i | -4 | -4 | 0 | -1
CN(C)C(CNC(=O)c1ccc(NS(=O)(=O)c2ccc(F)c(F)c2)cc1)c1ccccc1 (stereo not given) | -1 | 1 | -1 | -4 | 0.0 | i | 0 | -2 | 4 | -8
COc1ccc(N2CCN(S(=O)(=O)CCNC(=O)c3cc(=O)c4ccccc4o3)CC2)cc1 | . | 1 | -1 | -4 | 0.9 | i | -3 | 25 | -6 | -4
N#Cc1cc(Cl)c(N2CCOCC2)cc1C#N | 5 | -1 | 0 | 8 | -0.5 | i | 8 | -9 | -1 | -31
CCOc1cc(CNn2nnnc2N)cc(Cl)c1OCC(=O)NC(C)(C)C | 8 | -4 | 17 | 6 | 0.1 | i | 8 | 3 | -3 | 8
CC(=O)Oc1ccc(/C=N/NC2=NS(=O)(=O)c3ccccc32)cc1 | -4 | 1 | 2 | -2 | -1.2 | i | -8 | -10 | 1 | 5
Cc1c(F)cccc1NS(=O)(=O)c1ccc2c(c1)NC(=O)CO2 | 0 | 2 | -5 | -8 | -1.2 | i | 6 | -3 | 5 | -3
CN(C)c1ccc(NC(=O)CC(NCc2ccccn2)C(=O)O)cc1 (stereo not given) | 9 | -8 | 0 | 4 | -0.2 | i | 2 | -3 | -6 | 1
CCC(C(=O)NC1CCCC1)n1c(C2CCCC2)nc2ccccc21 (stereo not given) | 3 | . | . | . | -0.5 | . | 12 | . | 3 | 3

Molecules listed so far that contain a thiophene ring, fused or not:
SMILES | MT1-MMP act inh | DNMT1 inh | STEP block | NadD inh | LMPTP inh | Rpn11 inh | NRP1-CendR mod | Scp1 inh | SUMO1-SIM PPI | SKN-1 inh
Cc1cc(C(=O)NCCN2C(=O)S/C(=C\c3cccs3)C2=O)ccc1[N+](=O)[O-] | 6 | -1 | -1 | -1 | 1.6 | i | 10 | 1 | -8 | 6
CCN(CC)CCCNc1cc(C)nc2cc(-c3cccs3)nn12 | -5 | 1 | 3 | -8 | 2.2 | i | 7 | 1 | -2 | -10
Cc1ccc(C(=O)COC(=O)c2cccs2)cc1 | 4 | -4 | 0 | -5 | -0.3 | i | 8 | -8 | 2 | -8
